Anthrax LF prot: blocks Bacillus anthracis lethal factor protease; actives 0.12% (n = 360,000); multiplex microsphere protease cleavage assay, LF; inhibition, % at 10 µM; P15917; further: plate controls were buffer without enzyme for full effect and enzyme alone for no effect
PrPC surface inh: cell surface PrPC inhibition, primary TR-FRET screen; P04156; inhibition, % at 13.8 µM; actives 0.43% (n = 370,000); TR-FRET read-out; in the data active means inhibition above about 24%; further: 0% = median of the test wells and 100% = reference compound wells
PfHsp40 rescue: rescue of PfHsp40-mediated yeast toxicity. S. cerevisiae expressing PfHsp40, growth rescue, ATP luminescence. actives 0.68% (n = 340,000). growth rescue, % at 12.5 µM; in the data active means growth rescue above about 28%, passing the limit was not always enough; inconclusive means no clear call, values can overlap the other calls;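 further: yeast W303a lacking pdr1 and pdr3 grown in galactose medium; growth measured after three days at 30 °C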
CCHFV vOTU inh: blocks the CCHF virus ovarian tumor domain protease. CCHFV vOTU protease, Pep-AMC fluorescence. inhibition, % at 11.5 µM. actives 0.55% (n = 370,000). AID 651958; in the data active means inhibition above about 30%; further: 0% = vehicle wells with enzyme and 100% = no enzyme wells
BoNT A protease: BoNT A light chain protease inhibition | actives 0.17% (n = 360,000) | inhibition, % at 10 µM | multiplex microsphere protease substrate cleavage, flow cytometry; further: plate controls were buffer without enzyme for full effect and enzyme alone for no effect
TcdB inh: inhibitors of Clostridioides difficile toxin B glycohydrolase | TcdB glycohydrolase enzymatic assay, plate reader | actives 0.24% (n = 350,000) | P18177 | inhibition, % at 9.99 µM; in the data active means inhibition above about 10%
FadD28 FP inh: M. tuberculosis FadD28 bisubstrate binding inhibition. FadD28 bisubstrate probe binding, fluorescence polarization. inhibition, % at 12.5 µM. actives 0.22% (n = 360,000). AID 588549; in the data active means inhibition above about 8.5%, passing the limit was not always enough; inconclusive means no clear call, values can overlap the other calls
BoNT F protease: blocks Botulinum neurotoxin F light chain protease; Multiplex microsphere protease cleavage assay, flow cytometry; inhibition, % at 10 µM; actives 0.22% (n = 360,000); AID 588497; in the data active means inhibition above about 35%, passing the limit was not always enough; inconclusive means no clear call, values can overlap the other calls; further: plate controls were buffer without enzyme for full effect and enzyme alone for no effect
Yp Topo-I inh: Y. pestis Topo-I inhibition via cleavage products | Y. pestis Topo-I cleavage product accumulation, plate reader | activity, % at 10 µM | actives 0.064% (n = 360,000); in the data active means activity above about 50%, passing the limit was not always enough; inconclusive means no clear call, values can overlap the other calls; further: inactives centre near 2
* = called active by the depositor; ? = inconclusive; nt = not tested or not shown; & = joins results of further samples. Unless noted, no stated cut-off is given here; in the data, active means inhibition above about 30%; inconclusive means no clear call, values can overlap the other calls; inactive means below that. No enrichment for hits; any-hit rate near 2.3%.

SMILES	Anthrax LF prot	PrPC surface inh	PfHsp40 rescue	CCHFV vOTU inh	BoNT A protease	TcdB inh	FadD28 FP inh	BoNT F protease	Yp Topo-I inh
O=C(CSc1nc2cc3c(cc2c(=O)n1CCC1=CCCCC1)OCO3)NCc1ccco1	-10	-1	-0.3	1	0.5	nt	-2.4	3	0
OC(c1ccc(-c2ccccc2)cc1)c1ncc(-c2ccccc2F)[nH]1 (stereo not drawn)	-2	-5	nt	6	-0.5	0.4	0.0	-5	-4
O=P1(Nc2ccc(F)cc2)COc2ccccc2OC1	-3	2	-0.9	-1	1.2	nt	0.1	1	13
CCOC(=O)Nc1cc(C)ccc1OC	3	-2	-1.5	12	0.8	nt	-1.7	-3	-12
CC1CCN(C(=O)c2ccc(COc3ccccc3Cl)o2)CC1	-8	10	-0.5	-1	0.0	nt	-0.4	-2	17
CC(C)CCNC(=O)c1ccc2c(SCC(=O)O)c3c(nc2c1)CCC3	1	-13	0.0	8	-0.2	0.5	-1.8	4	-3
O=C(c1ccc(Cl)cc1)C1CCCN(Cc2cccn2-c2cccnc2)C1 (stereo not drawn)	0	-3	nt	-12	-2.2	0.0	1.3	-6	8
COc1ccc2c(c1)c(=O)c(C(=O)O)c(-c1ccc3c(c1)OCO3)n2C	-2	-6	-0.8	2	-1.2	-1.5	-0.6	-13	3
Cc1ccc(S(=O)(=O)N(C)CC(=O)OCc2nnc(-c3ccccc3)o2)cc1	-4	14	-1.1	10	0.3	nt	-2.3	-17	7
Cc1cc(C)n2[nH]c(=O)cc2n1	-4	-5	nt	3	0.1	0.9	-4.3	-5	8
CC(Oc1cccc(Cl)c1)C(=O)NCCCCc1ccccc1 (stereo not drawn)	2	0	1.4	-4	1.2	1.1	-1.4	2	28
CC(C)OP(=O)(OC(C)C)C(C)NC(=O)Cc1ccccc1 (stereo not drawn)	2	8	-1.6	13	-0.5	0.2	-3.1	-2	-2

Reprinted from the part before: three compounds; new compounds follow.
SMILES	Anthrax LF prot	PrPC surface inh	PfHsp40 rescue	CCHFV vOTU inh	BoNT A protease	TcdB inh	FadD28 FP inh	BoNT F protease	Yp Topo-I inh
Cc1cc(C)n2[nH]c(=O)cc2n1	-4	-5	nt	3	0.1	0.9	-4.3	-5	8
CC(Oc1cccc(Cl)c1)C(=O)NCCCCc1ccccc1 (stereo not drawn)	2	0	1.4	-4	1.2	1.1	-1.4	2	28
CC(C)OP(=O)(OC(C)C)C(C)NC(=O)Cc1ccccc1 (stereo not drawn)	2	8	-1.6	13	-0.5	0.2	-3.1	-2	-2
O=C(Nc1ccccc1Br)c1cc[n+]([O-])cc1	-1	-4	0.0	15	-1.6	-0.2	nt	-9	4
O=C(CN1C2CCC1CC(NC(=O)Nc1ccccc1)C2)NCc1ccco1 (stereo not drawn)	5	-10	0.4	-21	-1.1	nt	0.7	-11	7
Cc1ccc(/C=C/C(=O)O)cc1S(=O)(=O)NCCCO	2	4	1.7	-3	-0.3	nt	-1.7	-12	-3
CC(=O)N1CCCc2cc(S(=O)(=O)CCC(=O)Nc3cccc(C)c3C)ccc21	1	2	0.7	-9	-1.1	0.2	-1.3	-3	-11
CSc1nc2sc(-c3ccccc3)cc2c(=O)n1N	-1	-9	-0.1	19	-0.6	nt	-2.7	4	6
O=C1c2ccccc2C(=O)N1CC(O)Cn1nnc2ccccc21 (stereo not drawn)	-1	-1	-0.1	-4	0.2	nt	-2.9	-1	2
CCn1c(SCC(=O)Nc2nccs2)nnc1-c1ccc(C)cc1	-6	4	0.0	-4	1.7	nt	-4.8	-10	13
O=[N+]([O-])c1cc2c(c(CSc3nnc(Nc4ccccc4)s3)c1)OCOC2	2	3	0.6	-3	-0.1	nt	0.3	2	16
Cn1c(SCc2ccccc2Cl)nc2c1c(=O)[nH]c(=O)n2C	nt	-3	-1.1	-21	nt	2.6	0.2	nt	7
COc1cccc(C(=O)NCCSc2c(C)[nH]c3ccccc23)c1OC	4	5	-1.0	3	-0.7	3.9	1.2	0	-5
CCN(C(=O)CCNC(=O)Cn1cnc2ccccc2c1=O)c1cccc(Cl)c1	2	-6	-1.1	9	-0.2	0.4	nt	-3	4
CCN1C(=O)[C@H]2[C@@H](c3ccc(C)cc3)N3C(=O)N(c4ccccc4)C(=O)[C@@]3(C)[C@H]2C1=O	-4	-3	-0.8	-2	-0.2	0.8	0.2	6	2

Among those listed so far, two contain fluorine:
SMILES	Anthrax LF prot	PrPC surface inh	PfHsp40 rescue	CCHFV vOTU inh	BoNT A protease	TcdB inh	FadD28 FP inh	BoNT F protease	Yp Topo-I inh
OC(c1ccc(-c2ccccc2)cc1)c1ncc(-c2ccccc2F)[nH]1 (stereo not drawn)	-2	-5	nt	6	-0.5	0.4	0.0	-5	-4
O=P1(Nc2ccc(F)cc2)COc2ccccc2OC1	-3	2	-0.9	-1	1.2	nt	0.1	1	13

Going on with the list.
SMILES	Anthrax LF prot	PrPC surface inh	PfHsp40 rescue	CCHFV vOTU inh	BoNT A protease	TcdB inh	FadD28 FP inh	BoNT F protease	Yp Topo-I inh
O=C(COc1ccc([N+](=O)[O-])cc1)Nc1ccc2c(c1)nc1n2CCOC1	1	-16	-1.9	-12	-0.8	2.0	-2.4	6	1
C=CCn1c(CCNC(=O)c2cccs2)n[nH]c1=S	-5	-6	0.6	-10	0.6	nt	-2.2	0	-1
Cn1nnnc1SCC(=O)Nc1ccccc1C(=O)NC1CC1	8	4	0.4	-6	0.6	nt	-0.4	-8	-3
COc1cc(NC(=O)c2cc(OC)c(OC)c(OC)c2)cc(-n2cnnn2)c1	-2	5	-1.8	0	-1.3	0.9	nt	-4	-2
COc1ccc(CN(C)C(=O)[C@H]2O[C@@H](n3ccc(=O)[nH]c3=O)[C@H](O)[C@@H]2O)cc1OC	3	-5	nt	30*	-0.6	-0.4	-1.1	1	nt
CC(C)c1ccc(/C=N/NC(=O)CCNC(=O)c2ccccc2)cc1	-6	5	0.4	12	-0.1	-0.3	-3.0	25	15
O=C(CN1C(=O)C2(OCCCO2)c2ccccc21)NCCc1ccccc1	0	-1	0.2	-8	-0.2	nt	-0.8	0	-7
CNC(=O)c1sc(N2N=C3/C(=C/c4ccccc4)CCCC3C2c2ccccc2)nc1C (stereo not drawn)	0	nt	0.3	nt	4.1	1.2	-0.7	-7	5
CCC(=O)N(C)C(c1ccccc1Cl)c1nnnn1-c1c(C)cccc1C (stereo not drawn)	2	3	0.8	-4	-0.4	nt	-4.3	-13	4
C[N+]12CCC(CC1)C(C(O)(c1ccccc1)c1cccs1)C2 (stereo not drawn)	-1	5	-0.9	-2	0.1	nt	-2.6	13	-1
COc1ccc(NC(=O)CSc2n[nH]c(C(C)C)n2)c([N+](=O)[O-])c1	-2	-21	-1.2	-7	-0.5	-3.0	-2.5	2	0
CN(CC(=O)Nc1ccccc1Cl)C(=O)COC(=O)c1cc([N+](=O)[O-])ccc1N1CCOCC1	-3	-17	0.3	5	3.3	-1.1	1.4	2	15
NCC1OC(n2cnc3c(N)ncnc32)CC1O (stereo not drawn)	7	1	-0.2	-15	0.5	0.2	-1.8	6	10
Cc1cccc(NC(=O)C2CCN(S(=O)(=O)c3ccc4c(c3)OCCO4)CC2)n1	2	3	-0.7	0	1.3	2.9	-0.1	17	1
Cc1cc(C(=O)CN2CCCC2)c(C)n1-c1ccc(F)cc1	-1	3	-1.3	7	0.2	-1.4	-3.5	-5	3
O=C(CN1CCN(c2ccc([N+](=O)[O-])cc2)CC1)Nc1ccccn1	-1	-21	1.0	10	0.4	nt	0.0	-8	11
CCO[C@H]1OC(C(=O)Nc2ccccc2)=C[C@@H](c2coc3ccccc3c2=O)[C@@H]1CCCO	-2	-4	0.2	-3	0.5	-3.9&-0.5	-3.6	2	21
O=C(NCc1ccc2c3c(cccc13)C(=O)N2)c1cccs1	-3	-7	-0.8	13	-1.1	1.4	0.0	-3	-5
COc1ccc2c(CN(C)Cc3ccccc3)cc(=O)oc2c1	0	7	nt	6	0.0	0.6	-4.0	-1	nt
O=C(CNC(=O)c1ccc(Cl)cc1Cl)OCC(=O)N1CCN(c2ccccc2)CC1	0	-5	-0.2	11	-1.0	1.2	-0.1	0	27
Cc1cccc(NC(=O)CNC(=O)c2ccccc2Cl)n1	-2	-3	-0.9	1	3.1	0.9	-0.9	10	5
COC(=O)C(C)NC(=O)C12CC3CC(CC(C3)C1)C2 (stereo not drawn)	2	-1	-0.4	8	0.2	nt	-0.7	0	3
Cc1ccc([C@@H]2CC=C(C(=O)O)CN2S(=O)(=O)c2ccccc2C)cc1	-6	7	1.1	1	0.0	-0.7	-3.2	-3	-3
N#Cc1c(NC(=O)CSc2nc3ccccc3s2)sc2c1CCCC2	4	5	0.8	0	0.0	nt	0.7	-1	4
CCN(C(=O)c1ccco1)c1nc(-c2ccc(OC)cc2)cs1	12	13	6.0	-4	-3.2	1.1	1.9	?	21
Cc1ccc(CNC(=O)CSc2c3c(nc4ccc(Cl)cc24)CCCC3)o1	2	11	2.6	13	2.2	nt	-2.1	31	7
CC1=NN(c2ccccc2)C(=O)C1N=Nc1ccc(S(N)(=O)=O)cc1 (stereo not drawn)	3	-3	-0.9	5	1.5	-2.7	nt	?	-7
CCOc1ccc(-c2nc(CSc3nnc(N)s3)cs2)cc1OC	1	-3	-0.1	11	0.8	nt	-0.9	3	8
C=C[C@@H]1c2c(F)cccc2N(S(=O)(=O)c2ccc(C)cc2)[C@H](c2ccc(C(=O)OC)cc2)C1(C#N)C#N	-4	6	0.6	-3	0.3	0.5	-2.8	0	10
CCOCCCNC(=O)c1c(N)n(-c2ccc3c(c2)OCO3)c2nc3ccccc3nc12	-5	-4	0.0	-12	0.9	1.7	-1.7	12	-1
COc1ccc(Oc2c(OC)cc([N+](=O)[O-])c3ncccc23)cc1	0	-8	0.3	4	0.8	1.3	-2.7	-2	4
O=C(CCCN1C(=O)NC2(CCCC2)C1=O)Nc1ccc(F)cc1	-4	8	-0.3	-2	1.3	1.3	-0.1	-2	-2
Cc1ccc(OCCn2cc(/C=C3\C(=O)NN(c4ccccc4)C3=O)c3ccccc32)cc1	-2	10	-0.3	0	1.5	nt	-0.4	-6	4
O=C(N/C(=C\c1ccc([N+](=O)[O-])cc1)C(=O)N1CCCCC1)c1ccco1	14	-33	0.7	9	0.0	0.2	-0.2	-7	10
O=C(COC(=O)/C=C/c1cccc(F)c1)NC1CCCC1	-12	-2	-0.3	6	-0.7	-0.2	0.0	-4	2
COc1ccc(NC(=O)N2CCCCCC2)c(OC)c1	-8	0	-0.4	2	-0.4	0.7	-3.1	-6	2
CCOC(=O)c1sc(NC(=S)NC(=O)c2ccccc2)c(C(=O)OCC)c1C	-2	0	-0.9	-16	-0.2	nt	-2.3	-4	-3
COc1cc2c(cc1OC)CN(C1CCCN(Cc3cccc(C(C)=O)c3)C1)CC2 (stereo not drawn)	-16	6	0.4	1	1.5	1.2	-0.7	-24	6
CCCCC(=O)Nc1ccc(C(=O)NNC(=O)c2cccs2)cc1	2	3	0.5	1	-0.2	-0.2	0.5	-3	-5
CCN(CCn1cccn1)C(=O)c1cccc(OC2CCN(S(C)(=O)=O)CC2)c1	1	1	-1.1	6	-2.5	-1.3	-0.7	-13	-4
CCOC(=O)N1CCN(CC(O)COc2cc(C)cc(C)c2)CC1 (stereo not drawn)	-10	-9	0.5	10	-0.9	1.7	-1.6	-24	2
CCOc1ccc(C(=O)N2CCN(c3ccccc3)CC2)cc1	-6	-5	-0.5	0	-0.7	1.5	-4.2	-4	20
N/C(=N\OC(=O)Nc1ccccc1)c1ncc(C(F)(F)F)cc1Cl	-2	4	-0.6	-6	0.2	nt	0.0	-7	5
CCC(C)C(=O)Nc1nnc(SCC(=O)NC(C)(C)C)s1 (stereo not drawn)	-5	1	0.1	-6	-0.8	0.9	2.7	-4	9
CCOC(=O)Cc1csc(N/C(=N/S(=O)(=O)c2ccc(Cl)cc2)c2ccccc2)n1	1	4	-1.0	3	-0.3	-0.6	-0.4	-5	3
Cc1cccc(N(CC(=O)N/N=C/c2ccc(OCC(=O)NCc3ccco3)cc2)S(C)(=O)=O)c1C	-18	16	0.3	17	-0.5	nt	-5.6	3	3
CCOC(=O)CCCNc1ccc([N+](=O)[O-])cc1[N+](=O)[O-]	2	-13	-1.3	4	1.0	nt	-2.6	3	-4
CCN(CC)CC(O)CN1C(=O)NC(C)(C)C1=O (stereo not drawn)	-5	-2	-0.2	-11	1.0	0.9	0.8	-4	-2

From PubChem
